ARNT TACC3 PPI – disrupts binding between human ARNT and TACC3; Q9Y6A5; AlphaScreen His-ARNT PAS-B/GST-TACC3 binding, luminescence; TACC3 fragment carries E629A point mutation; inhibition, % at 9.99 µM; 390,000 compounds, 0.66% hits; AID 623870;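 active = mean inhibition of replicates at least 50% and at least half of replicates each reaching 50%; inconclusive = half or more replicates reach 50% but mean below 50%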;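 also: 0% = complete ARNT plus TACC3 wells and 100% = ARNT alone without TACC3; many hits fall short of the cut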
PAX8 inh HTS – lowers PAX8-driven luciferase in RMG-I cells; RMG-I TPO-luciferase reporter, SteadyGlo, 24 h; inhibition, % at 12.6 µM; 360,000 compounds, 1.2% hits; AID 652154;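 active = mean replicate inhibition at least 60% with every replicate also reaching 60%; inconclusive = only one of the two criteria is met; inactive = mean below 60% and not all replicates reaching 60%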;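 also: luciferase light reporting Pax8 driven TPO promoter activity; plate controls were median of neutral control wells for no effect and mitoxantrone controls for full effect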
EWS-Fli block – inhibitors of EWS/Fli oncoprotein transcriptional activity; A673 NR0B1-luciferase reporter, viability-normalised; inhibition, % at 12.6 µM; 350,000 compounds, 0.67% hits; AID 651661;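 active = mean inhibition of at least 50% after viability correction, with every replicate also passing that limit; inconclusive = mean reaches 50% but only one of two replicates passes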;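 also: firefly luciferase signal divided by Alamar Blue viability fluorescence both relative to DMSO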
CFTR F508del cor – correctors of CFTR F508del function in bronchial epithelial cells; CFBE cells, YFP halide quenching; stimulated with forskolin plus potentiator P3; % fluorescence drop versus neutral controls; AID 720511; activity (quench increase), % at 7.58 µM; 350,000 compounds, 0.36% hits;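 active = mean added fluorescence quench of at least 8% versus neutral control, with both replicates also reaching 8%; inconclusive = only one of the mean or replicate conditions met; inactive = mean below 8% and not both replicates reaching 8%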;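 also: cells transiently co-express mutant CFTR-F508del with the halide-sensitive YFP; corrector assay measuring rescue of mutant channel to the surface after 24 h compound exposure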
XiGFP reactiv – reactivates the inactive X chromosome in mouse fibroblasts. XiGFP mouse fibroblasts, % GFP-positive cells imaging, 3 d; cells co-treated with 5-aza-dC sensitizer; scaled so ellipticine positive control = 100%. activation, % at 7.58 µM. 360,000 compounds, 0.055% hits;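 active = mean normalized replicate activation at least 10% and every replicate at or above 10%; inconclusive = only one of the two criteria met; inactive = mean below 10% and not all replicates reach 10%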;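 also: 0% = median of on-plate neutral control wells and 100% = ellipticine 6 µM median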
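Assay system – SV40-immortalized XiGFP fibroblast cells, line 68-5-11 · Buffer or medium – DMEM supplemented with 5-aza-dC as sensitizing agent · Dosing – one concentration, pinned · Benchmarks – positive control ellipticine, 6 µM final · Times – 3 days compound exposure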
GSIS activator – GLuc luminescence reporter in INS-1E cells, primary screen for activators of glucose-dependent secretion of insulin; INS-1E GLuc reporter insulin secretion, 2-3 h; AID 743287; 370,000 compounds, 0.61% hits; activation, % at 16.6 µM;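 active = lowest replicate activation of at least 40%, so every replicate reaches that level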;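 also: 0% = median of neutral control wells and 100% = median of IBMX positive control wells; some compounds called inactive have numbers as strong as hits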
DENV2 CPE – inhibitors of DENV2 cytopathic effect | 350,000 compounds, 1.7% hits | DENV2-infected cells, cytopathic effect rescue, plate reader | CPE inhibition, % at 9.99 µM | AID 651640; in the data active = CPE inhibition above about 20%, passing the limit was not always enough; inconclusive = no clear call, values can overlap the other calls; tested in BHK-21 cells;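 also: 0% = median of neutral control wells and 100% = median of positive control wells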
ERp5 block – blocks human ERp5 reductase activity on insulin. ERp5 insulin aggregation, absorbance 650 nm, 90 min. inhibition, % at 9.99 µM. 350,000 compounds, 0.05% hits. AID 651711;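 active = mean replicate inhibition above about 25%, with every replicate also reaching it, limit read from the data, passing the limit was not always enough; inconclusive = only one of those two criteria met; inactive = neither criterion met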
Target sequence (Q15084 whole entry, looked up): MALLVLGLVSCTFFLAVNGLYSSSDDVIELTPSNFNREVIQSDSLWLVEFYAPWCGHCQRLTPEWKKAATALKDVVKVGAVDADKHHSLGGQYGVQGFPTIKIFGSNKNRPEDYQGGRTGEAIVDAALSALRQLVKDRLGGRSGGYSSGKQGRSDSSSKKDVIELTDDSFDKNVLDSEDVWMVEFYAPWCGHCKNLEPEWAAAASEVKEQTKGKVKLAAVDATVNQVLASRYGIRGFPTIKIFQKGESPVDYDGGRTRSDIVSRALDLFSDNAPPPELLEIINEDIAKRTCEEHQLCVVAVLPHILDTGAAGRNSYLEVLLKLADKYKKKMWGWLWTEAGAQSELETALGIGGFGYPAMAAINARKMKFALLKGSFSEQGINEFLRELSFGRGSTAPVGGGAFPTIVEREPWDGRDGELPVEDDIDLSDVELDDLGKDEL
Active calls of the source: *; ? = inconclusive; nt = no result given; & = joins results of further samples.

SMILES	ARNT TACC3 PPI	PAX8 inh HTS	EWS-Fli block	CFTR F508del cor	XiGFP reactiv	GSIS activator	DENV2 CPE	ERp5 block
COC(=O)C1(C)NC(c2ccc(O)cc2)C2C(=O)N(c3ccc(C)cc3)C(=O)C21 (configuration not stated)	-3	-12	7	-2.7	-0.1	10	1	0
CCCCNC(=S)Nc1ccc2cn[nH]c2c1	-1	11	-9	-1.8	0.1	10	10	6
CC(=O)COc1ccc2oc(=O)cc(-c3cc4ccccc4o3)c2c1	-2	-20	-7	3.5	0.0	10	11	-3
COc1ccc(CNC(=O)C(C)OC(=O)CO/N=C(\C)c2ccc3c(c2)OCO3)cc1 (configuration not stated)	-2	-9	-3	0.0	0.0	0	-3	-1
Cc1noc(C)c1S(=O)(=O)N(C)C[C@H]1Oc2ccc(NC(=O)Nc3ccc4c(c3)OCO4)cc2C(=O)N([C@@H](C)CO)C[C@H]1C	5	nt	-4	-0.1	-0.2	-10	?	-2
Nc1nnc(SCC(=O)OCC(=O)c2ccccc2Br)s1	-6	0	14	-1.6	0.0	-24	5	-1
CCN(CC)C(=O)c1cc(Cl)ccn1	41	11	16	-0.7	0.0	3	-1	7
O=C(CCN1C(=O)[C@@H]2Cc3ccccc3CN2C1=O)N[C@@H](C(=O)O)c1ccccc1	-4	nt	0	1.9	nt	10	-5	0
CCc1nnc(NS(=O)(=O)c2ccc(NC(=S)NC(=O)c3ccc(OC)cc3)cc2)s1	-5	-7	-1	0.0	0.0	20	nt	nt
CC1CCCC(C)N1/N=C/c1cc(Br)cc(Br)c1O (configuration not stated)	-3	13	nt	nt	-0.1	7	nt	nt
COc1ccc(C=C2CCc3ccccc3C2=O)cc1	nt	-96	70*	1.5	0.0	5	1	-5
CCOC(=O)c1ccc(S(=O)(=O)NC2CC2)cc1	-7	15	4	0.0	0.0	10	-2	1
O=C(N(c1ccccn1)c1ccccn1)C12CC3CC(CC(Cl)(C3)C1)C2	-8	18	4	-0.7	-0.1	13	1	-1
COC(=O)c1cnc2c(c1C(=O)OC)c(=O)n(C)c(=O)n2C	-6	30	3	-2.1	0.0	nt	1	1
CCCNC(=O)Nc1ccc2c(c1)OC[C@H](C)N(Cc1ccccc1)C[C@H](C)[C@@H](OC)CN(C)C2=O	nt	nt	-2	-2.1	-0.4	-12	3	nt
O=C1c2ccccc2S(=O)(=O)N1CCCN1C(=O)c2ccccc2S1(=O)=O	7	-4	-1	-1.1	0.1	1	1	7
Cc1cc(NS(=O)(=O)c2ccc(NC(=O)c3cnc4scc(C)n4c3=O)cc2)nc(C)n1	5	4	7	-0.4	1.2	nt	-3	-1
CO[C@@H]1CN(C)C(=O)c2cc(NC(=O)CC(F)(F)F)ccc2OC[C@H](C)N(S(=O)(=O)c2cn(C)cn2)C[C@H]1C	nt	nt	-3	-1.4	-0.5	9	1	2
COc1ccc(CN(C)C[C@H]2Oc3ccc(NS(=O)(=O)c4ccccc4)cc3CC(=O)N([C@@H](C)CO)C[C@@H]2C)cc1	14	nt	6	1.3	0.0	4	3	5
O=C(N/N=C/c1cccnc1)c1ccccc1NS(=O)(=O)c1cccs1	20	12	-23	0.7	-0.1	-6	3	7
CCCn1c(SCC(=O)Nc2ccc3c(c2)OCCO3)n[nH]c1=O	0	12	-12	-2.6	-0.1	0	nt	4
C[C@H]1CN([C@@H](C)CO)C(=O)Cc2cc(NS(C)(=O)=O)ccc2O[C@@H]1CN(C)CC1CC1	-8&-1	5&-6	-2&5	0.8&-1.7	0.2&0.0	7&-6	2	6
Cc1cc(CN2CCCCC2C(=O)Nc2ccc(Oc3cccnc3)cc2)oc1C (configuration not stated)	-12	-61	nt	2.0	0.1	-5	1	2
COCCNC(=O)c1ccc(-c2ccc(OC)cc2C)c2ccoc12	nt	-22	-8	-0.3	0.0	-9	-3	-2
CC(C)C(=O)Nc1cccnc1	0	-4	12	-2.0	0.0	13	-2	-3

(list continues)
SMILES	ARNT TACC3 PPI	PAX8 inh HTS	EWS-Fli block	CFTR F508del cor	XiGFP reactiv	GSIS activator	DENV2 CPE	ERp5 block
CC(C)C#Cc1cnc2c(c1)C(=O)N([C@@H](C)CO)C[C@H](C)[C@@H](CN(C)C(=O)CCN1CCCCC1)O2	-5	nt	1	-1.4	0.3	24	9	-2
CCOc1cc(/C=C/C(=O)OCC(=O)N(CC)C2CCS(=O)(=O)C2)cc(Cl)c1OC (configuration not stated)	nt	0	0	-0.5	0.0	-5	2	7
CSc1ccccc1C(=O)C1CCCN(C(=O)CCc2cccnc2)C1 (configuration not stated)	-7	5	3	0.0	0.1	-6	-6	-8
CC(C)NC(=O)N(C)C[C@H]1OCCCC[C@H](C)Oc2ccc(NC(=O)c3ccncc3)cc2C(=O)N([C@H](C)CO)C[C@@H]1C	1	-15	8	-0.5	0.1	22	-1	1
Cc1cc(=O)oc2cc(OC(C)C(=O)Nc3ccc(N4CCCCC4)cc3)ccc12 (configuration not stated)	3	6	nt	1.7	0.1	12	?	-4
COc1ccc(OC)c(C2=Nn3c(nnc3-c3ccncc3)SC2)c1	7	31	-6	-1.6	-0.1	41*	6	-1
COc1ccc(-c2cnc3c(c2)C(=O)N([C@H](C)CO)C[C@@H](C)[C@@H](CN(C)C(=O)Cc2cccnc2)O3)cc1	-3	-26	-16	-0.4	0.6	15	6	1
CCOC(=O)CSc1nnc(Cn2c(=O)sc3ccccc32)n1-c1ccccc1C	-3	-9	-4	3.5	0.0	-16	0	0
O=C(c1ccccc1)N(C1=NCCCCS1)c1ccccc1	nt	-4	3	-0.5	0.0	nt	18	7
COc1ccc(/C=C/C(=O)Nc2nc(C)c(C(=O)N(C)C)s2)cc1	-12	0	nt	nt	-0.1	9	nt	nt
CC1CCc2c(C(=O)Nc3ccc(N4CCOCC4)cc3)csc2C1 (configuration not stated)	-2	-19	-6	0.1	-1.2	-12	0	-3
CCOc1cc2[nH]c(=S)n(CCC(=O)NCc3ccco3)c(=O)c2cc1OCC	-21	0	-8	2.5	0.0	8	-3	0
COc1ccccc1S(=O)(=O)N[C@@H]1CC[C@H](CCNC(=O)C2CCCCC2)O[C@H]1CO	12	2	2	1.1	-0.2	3	-1	-5
CN1C(=O)c2cc(NC(=O)C3CCC3)ccc2OC[C@@H]2O[C@H](CC(=O)NCc3ccccc3F)CC[C@@H]21	nt	-14	nt	2.8	0.0	-11	7	4
CC(C)(C)NC(=O)/C(=C\c1cccnc1)NC(=O)c1ccco1	1	-14	0	-1.4	0.0	-2	-3	2
O=C(C[C@H]1CC[C@@H]2[C@H](COC[C@@H](O)CN2C(=O)Nc2cccc(F)c2)O1)NCc1ccccc1Cl	0	nt	nt	0.9	0.1	4	-2	0
COc1ccc(N2CCN(S(=O)(=O)c3ccc4c(c3)NC(=O)C(C)S4)CC2)cc1 (configuration not stated)	1	29	nt	-0.6	0.1	-10	2	8
CC(=O)c1ccc(NC(=O)C(C)OC(=O)CCCN=C2NS(=O)(=O)c3ccccc32)cc1 (configuration not stated)	1	-4	-2	-0.6	0.1	11	-1	2
COc1ccc(C(=O)N/C(=C\c2ccccc2)C(=O)NCc2cccnc2)cc1	23	1	14	0.4	0.4	3	0	8
Cc1noc(C)c1NC(=O)N(C)C[C@@H]1Oc2ncc(C#CC3CCCCC3)cc2C(=O)N([C@H](C)CO)C[C@@H]1C	4	nt	-6	-1.1	0.1	-13	?	0
CO[C@H]1CN(C)C(=O)c2ccc(NS(C)(=O)=O)cc2OC[C@H](C)N(CC2CCOCC2)C[C@@H]1C	nt	nt	-10	2.7	0.0	25	0	6
CCc1cccc(CC)c1NC(=S)N1CCn2cccc2C1c1cccnc1 (configuration not stated)	5	-34	-8	nt	0.1	-7	nt	nt
COCn1c(C(O)c2ccccc2)cc2ccccc21 (configuration not stated)	-12	16	16	2.3	0.0	36	3	2
NC(=O)COC(=O)c1cc(Cl)cc(Cl)c1N	-8	-6	-3	-1.9	0.2	nt	0	1
O=C(CN1CCN(c2ccccc2)CC1)Nc1ccc(-n2cnnn2)cc1	-9	nt	-3	-0.7	nt	3	-1	5

(list continues)
SMILES	ARNT TACC3 PPI	PAX8 inh HTS	EWS-Fli block	CFTR F508del cor	XiGFP reactiv	GSIS activator	DENV2 CPE	ERp5 block
COc1ccc(C(=O)N2CCN(c3ccccc3OC)CC2)cc1	-3	-8	8	0.5	0.0	-3	-5	3
Cc1nc2ccccc2c2c1C(=O)N(C)C2=O	-21	nt	-11	1.4	nt	9	-5	4
N#Cc1cnc(NCc2ccc(Cl)cc2Cl)nc1	5	-8	8	-0.6	0.4	-1	-4	2
C[C@H](O)C#Cc1cnc2c(c1)C(=O)N([C@H](C)CO)C[C@H](C)[C@H](CN(C)C(=O)Nc1ccc(F)cc1)O2	3	nt	6	2.7	-1.1	3	3	10
COc1cc(S(=O)(=O)N2CCCCC2)ccc1NC(=O)Cc1ccccc1	-11	nt	7	-1.6	nt	12	nt	-8
CO[C@H]1CN(C)C(=O)c2cc(NC(=O)C3CC3)ccc2OC[C@H](C)N(CCc2ccccc2)C[C@H]1C	-3	0	1	0.2	0.1	-4	nt	nt
Cc1ccccc1-c1cnc(C(O)c2ccc(C(C)(C)C)cc2)[nH]1 (configuration not stated)	nt	5	-2	-0.6	0.3	-24	-5	4
CCC(=O)N1CCC2(CC1)CN(Cc1cccc(F)c1)[C@@H](CO)c1c2c2ccc(OC)cc2n1C	nt	nt	-7	-1.2	0.3	-12	-1	-3
C[C@@H]1CN([C@@H](C)CO)S(=O)(=O)c2ccc(/C=C/c3ccccc3)cc2O[C@H]1CN(C)Cc1ccc(C(=O)O)cc1	8	nt	-50	3.7	-0.7	-9	-4	4
N#C[C@H]1[C@H](c2ccc(-c3ccccc3F)cc2)[C@@H](CO)N1C(=O)C1CCOCC1	-23	0	-3	2.7	-0.1	3	-13	-3
COc1ccc(N(CC(=O)NCc2ccc(Cl)cc2)S(=O)(=O)c2c(C)noc2C)cc1	-9	2	nt	0.1	0.0	9	1	-1
COc1ccc(NC(=O)Nc2ccc3c(c2)C(=O)N([C@@H](C)CO)C[C@H](C)[C@@H](CN(C)Cc2ccccc2)OCCCC[C@@H](C)O3)cc1	8	7	5	-1.1	-0.2	-25	-7	1
COCC(=O)N1CC[C@@H]2[C@H]1c1cc(C#Cc3ccc(F)cc3)ccc1N[C@@H]2CO	-14	-3	-21	-0.6	0.0	17	19	2
CC(=O)NC1=NN(C(C)=O)C(c2ccccc2)S1 (configuration not stated)	-2	-5	-11	0.0	0.1	-1	-1	-3
COCC(=O)N1[C@H](CNC(=O)c2ccccn2)[C@@H](c2ccccc2)[C@@H]1CO	0	4	-1	-2.0	0.3	0	?	nt
COc1ccc(S(=O)(=O)N(C)C[C@H]2OCCCC[C@@H](C)Oc3ccc(NC(=O)Nc4c(C)noc4C)cc3C(=O)N([C@H](C)CO)C[C@@H]2C)cc1	-7	-5	-9	-1.0	0.2	4	-2	-6
C[C@H]1CN([C@@H](C)CO)C(=O)c2cc(NC(=O)Nc3cccc4ccccc34)ccc2O[C@H]1CN(C)C(=O)Nc1ccc(F)cc1	-1	nt	13	0.2	0.1	-8	-11	7
Cc1csc(NS(=O)(=O)c2ccc(Cl)cc2)n1	-4	11	10	-2.8	0.1	-8	2	-1
